Bioassay records: PubChem BioAssay, several laboratories
KCNK3 inh – human KCNK3 channel inhibition, primary screen; AID 602410; CHO-KCNK3 thallium flux, FluxOR fluorescence; active compounds read low; B-score at 10 µM; O14649; hit rate 0.84% among 340,000;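 active means B-score under library mean minus 4 SD, starting fluorescence ratio at most library mean plus 5 SD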;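 further: more negative B-score means stronger inhibition of thallium flux through KCNK3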
PolyA inhibitor – blocks polyadenylation in yeast reporter cells. S. cerevisiae SKY197-pL101 polyadenylation reporter, beta-gal luminescence; efflux-impaired pdr1/pdr3 knockout yeast; score 100 = 6 SD above DMSO. AID 1875. hit rate 0.02% among 300,000. calls only at 12 µM;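 active means lowest replicate activity score at least 50, where 100 means six control SD above control mean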;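 further: yeast exposed to compound for 9 h at 30 °C; higher score means more reporter readthrough which indicates perturbed polyadenylation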
GSK3 alpha inh – blocks human GSK-3 alpha kinase. hit rate 0.1% among 320,000. ADP-Glo luminescence, 60 min. inhibition, % at 10 µM;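 in the data active means inhibition above about 50%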;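 further: GST-tagged GSK-3 alpha with peptide substrate and 25 µM ATP; 0% = DMSO neutral wells and 100% = GW8510 positive control wells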
Dyrk1A ADPGlo – Dyrk1A (rat) kinase inhibition. Q63470. ADP-Glo luminescence, NFATc1 peptide. inhibition, % at 12.5 µM. hit rate 0.43% among 310,000. AID 504441; in the data active means inhibition above about 50%;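 further: plate controls were vehicle with enzyme for no effect and no enzyme for full effect; many of its hits are not listed in these tables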
KCNQ1 pot – human KCNQ1 channel potentiation or activation | hit rate 0.35% among 310,000 | P51787 | B-score at 10 µM | CHO-K1 KCNQ1, thallium flux FluxOR fluorescence; active compounds read high;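 active means fluorescence ratio B-score, a plate-corrected score, at least three library SD, with initial intensity B-score within 5 SD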
Target sequence (P51787 whole entry, looked up): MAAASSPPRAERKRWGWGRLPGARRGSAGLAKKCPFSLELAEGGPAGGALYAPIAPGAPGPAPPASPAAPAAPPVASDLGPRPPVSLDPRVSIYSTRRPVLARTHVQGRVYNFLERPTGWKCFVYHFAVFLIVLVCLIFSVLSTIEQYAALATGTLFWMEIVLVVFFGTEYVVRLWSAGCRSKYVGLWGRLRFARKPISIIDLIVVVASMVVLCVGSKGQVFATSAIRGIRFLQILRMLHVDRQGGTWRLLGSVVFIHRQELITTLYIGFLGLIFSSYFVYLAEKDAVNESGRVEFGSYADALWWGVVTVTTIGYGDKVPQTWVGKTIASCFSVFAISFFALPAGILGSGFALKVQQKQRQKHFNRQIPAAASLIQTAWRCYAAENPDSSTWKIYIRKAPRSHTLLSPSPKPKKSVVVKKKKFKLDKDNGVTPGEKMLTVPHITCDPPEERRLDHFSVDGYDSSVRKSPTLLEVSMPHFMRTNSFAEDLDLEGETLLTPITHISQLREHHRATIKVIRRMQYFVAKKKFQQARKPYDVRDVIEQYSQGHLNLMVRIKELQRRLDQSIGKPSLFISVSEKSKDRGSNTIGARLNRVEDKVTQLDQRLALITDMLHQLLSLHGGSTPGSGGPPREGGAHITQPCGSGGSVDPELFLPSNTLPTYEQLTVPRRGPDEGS
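assay system = CHO-K1 cells stably expressing KCNQ1 | medium = assay buffer, equal DMSO in all wells | timing = 37 °C overnight plating, 90-min dark dye load, 20-min compound pretreatment | measured by = kinetic FluxOR thallium fluorescence, 10-s 1-Hz baseline, 110-s post-stimulus read | measure = fluorescence change relative to baseline, converted to B score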
RGS4 inh – inhibitors of human RGS4; hit rate 0.45% among 310,000; B-score at 10 µM; HEK293 M3R/RGS4 inducible, Fluo-4 calcium flux; active compounds read high; triggered by carbachol at its EC20; P49798; AID 463165;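 active means B-score, a plate-corrected calcium signal, over three deviations above library mean, with baseline fluorescence within five deviations of library mean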;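 further: RGS4 expression induced by doxycycline in cells with stable M3 receptor; B-score is computed from the integrated fluorescence ratio over baseline after carbachol; higher B-score means a larger calcium signal and so more RGS4 inhibition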
GSK3B inh – blocks human GSK3beta kinase activity; activity score (negative = inhibition), % at 10 µM; hit rate 0.038% among 300,000; GST-GSK3beta kinase, ADP-Glo luminescence, 60 min; active compounds read low; AID 2097;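 active means more than half of replicate wells score below -50%, meaning over 50% inhibition versus plate controls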;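 further: 0% = median DMSO wells and -100% = median GW8510 positive control wells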
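Assay system: GST-fused GSK3beta enzyme, cell-free / Medium: Tris pH 7.5 buffer with MgCl2, DTT, BSA, heparin / Also added: peptide substrate plus 25 µM ATP (final) / Compound: 10 µM single point / Timing: kinase reaction with compound 60 min at room temperature / Detection: ADP-Glo luminescence / Benchmarks: DMSO neutral wells and GW8510 at 20 µM as positive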
KCNK9 inh – blocks the human KCNK9 two-pore domain potassium channel. HEK293 KCNK9, FluxOR thallium flux fluorescence; active compounds read low. Q9NPC2. AID 488922. B-score at 10 µM. hit rate 1.2% among 310,000;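 active means ratio B-score over 3 SD below the library mean, with starting fluorescence within 5 SD of its mean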;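 further: negative B-score means less thallium flux so channel inhibition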
Target sequence (Q9NPC2 whole entry, looked up, the tested form may be a part): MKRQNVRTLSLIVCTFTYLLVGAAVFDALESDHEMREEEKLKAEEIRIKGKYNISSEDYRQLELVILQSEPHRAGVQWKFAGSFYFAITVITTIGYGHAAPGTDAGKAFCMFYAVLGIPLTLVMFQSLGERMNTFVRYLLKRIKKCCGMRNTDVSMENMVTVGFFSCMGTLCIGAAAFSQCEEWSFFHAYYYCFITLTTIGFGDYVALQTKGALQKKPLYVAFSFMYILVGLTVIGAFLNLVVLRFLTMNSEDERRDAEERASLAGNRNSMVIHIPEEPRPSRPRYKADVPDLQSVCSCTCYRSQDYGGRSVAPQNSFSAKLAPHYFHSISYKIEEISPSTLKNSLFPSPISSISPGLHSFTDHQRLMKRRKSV
hERG rescue – compounds protecting human hERG from proarrhythmic drug block. CHO-hERG, FluxOR thallium flux, dofetilide IC70 present. activation (rescue from dofetilide block), less the hit threshold, % at 10 µM. hit rate 0.51% among 310,000. AID 1511;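 active means activation above the mean of controls blocked by dofetilide plus 5 SD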;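 further: thallium influx through hERG after potassium depolarization seen as dye fluorescence rise; in these data hits start at about 4.7%; inactives centre near -7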
RGS4 act – potentiators or activators of RGS4; HEK293 M3R/inducible RGS4, carbachol calcium flux Fluo4; active compounds read low; B-score at 10 µM; hit rate 0.92% among 310,000;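 active means B-score of the integrated calcium signal more than 4 SD below the library mean, with starting fluorescence not abnormally high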;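 further: negative B-score means reduced calcium response which marks RGS4 activation or potentiation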
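Also added: carbachol at ECmax as muscarinic agonist stimulus; Assay system: HEK293 cells with stable M3R and inducible RGS4; Timing: overnight RGS4 induction, 30 min dye load 37 °C, 20 min compound RT; Measured by: Fluo4-AM (2 µM) calcium-flux fluorescence, kinetic read.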
KCNQ1 inh – blocks the human KCNQ1 potassium channel. hit rate 1.3% among 310,000. CHO-K1 KCNQ1, FluxOR thallium flux fluorescence; active compounds read high. B-score at 10 µM. P51787;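 active means compounds whose thallium flux B-score, printed positive for inhibition, exceeds three library SD while starting fluorescence stays within three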;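 further: channel opened by potassium depolarization with thallium stimulus after 20 min compound exposure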
Active calls of the source: *.

How did O=C(Nc1ccc(F)c(F)c1)NC1CCCCC1 do in these assays?
KCNK3 inh: inactive; PolyA inhibitor: inactive; GSK3 alpha inh: 1; Dyrk1A ADPGlo: 6; KCNQ1 pot: inactive; RGS4 inh: inactive; GSK3B inh: 0; KCNK9 inh: inactive; hERG rescue: -10; RGS4 act: inactive; KCNQ1 inh: inactive

How did O=C(Cc1ccccc1)NCCc1c[nH]c2ccccc12 do in these assays?
KCNK3 inh: inactive; PolyA inhibitor: inactive; GSK3 alpha inh: -1; Dyrk1A ADPGlo: 12; KCNQ1 pot: inactive; RGS4 inh: inactive; GSK3B inh: -2; KCNK9 inh: inactive; hERG rescue: -1; RGS4 act: inactive; KCNQ1 inh: inactive

What do the screens show for `C/C(=N\N=C1\NC(=O)C(CC(=O)Nc2ccccc2F)S1)C1CCCCC1` (stereo not drawn)?
KCNK3 inh: inactive; PolyA inhibitor: inactive; GSK3 alpha inh: -2; Dyrk1A ADPGlo: -3; KCNQ1 pot: inactive; RGS4 inh: inactive; GSK3B inh: 1; KCNK9 inh: inactive; hERG rescue: -7; RGS4 act: inactive; KCNQ1 inh: inactive

What do the screens show for `Cn1nnc(NC(=S)NC(=O)c2cc3ccccc3o2)n1`?
KCNK3 inh: inactive; PolyA inhibitor: inactive; GSK3 alpha inh: -3; Dyrk1A ADPGlo: 8; KCNQ1 pot: inactive; RGS4 inh: inactive; GSK3B inh: -1; KCNK9 inh: inactive; hERG rescue: -8; RGS4 act: inactive; KCNQ1 inh: inactive

How did Cc1cc(/C=N/n2cnnc2)c(O)c([N+](=O)[O-])c1 do in these assays?
KCNK3 inh: inactive; PolyA inhibitor: inactive; GSK3 alpha inh: -3; Dyrk1A ADPGlo: -1; KCNQ1 pot: inactive; RGS4 inh: inactive; GSK3B inh: 6; KCNK9 inh: inactive; hERG rescue: -4; RGS4 act: inactive; KCNQ1 inh: inactive

What do the screens show for `OC(CNC1Cc2ccccc2C1)c1ccccc1` (stereo not drawn)?
KCNK3 inh: inactive; PolyA inhibitor: inactive; GSK3 alpha inh: -1; Dyrk1A ADPGlo: 6; KCNQ1 pot: inactive; RGS4 inh: inactive; GSK3B inh: -2; KCNK9 inh: inactive; hERG rescue: 0; RGS4 act: inactive; KCNQ1 inh: inactive

What do the screens show for `COc1ccc(C2CC(c3ccc(Br)cc3)=NN2C(=O)CSC2=NCCS2)cc1` (stereo not drawn)?
KCNK3 inh: inactive; PolyA inhibitor: inactive; GSK3 alpha inh: -5; Dyrk1A ADPGlo: -4; KCNQ1 pot: inactive; RGS4 inh: inactive; GSK3B inh: 10; KCNK9 inh: inactive; hERG rescue: -7; RGS4 act: inactive; KCNQ1 inh: inactive

How did CCOC(=O)c1cnc2c(OC)cccc2c1N1CCN(c2ccccn2)CC1 do in these assays?
KCNK3 inh: inactive; PolyA inhibitor: inactive; GSK3 alpha inh: 1; KCNQ1 pot: inactive; RGS4 inh: inactive; GSK3B inh: 0; KCNK9 inh: inactive; hERG rescue: -42; RGS4 act: inactive; KCNQ1 inh: inactive

How did Cc1ccc2nc(Br)c3c(c2c1)OC(CBr)C3 (stereo not drawn) do in these assays?
KCNK3 inh: inactive; PolyA inhibitor: inactive; GSK3 alpha inh: 4; Dyrk1A ADPGlo: 32; KCNQ1 pot: inactive; RGS4 inh: inactive; GSK3B inh: 3; KCNK9 inh: inactive; hERG rescue: -12; RGS4 act: inactive; KCNQ1 inh: inactive

How did CCOc1ccccc1OCC(=O)Nc1ccc(N2CCCCC2)cc1 do in these assays?
KCNK3 inh: inactive; PolyA inhibitor: inactive; GSK3 alpha inh: -1; Dyrk1A ADPGlo: -1; KCNQ1 pot: inactive; RGS4 inh: inactive; GSK3B inh: 1; KCNK9 inh: inactive; hERG rescue: -10; RGS4 act: inactive; KCNQ1 inh: inactive

Results for CCN(CC)CCn1c(/N=C/c2cc(Br)ccc2O)nc2ccccc21 ?
KCNK3 inh: inactive; PolyA inhibitor: inactive; GSK3 alpha inh: -3; Dyrk1A ADPGlo: -7; KCNQ1 pot: inactive; RGS4 inh: inactive; GSK3B inh: -6; KCNK9 inh: inactive; hERG rescue: -13; RGS4 act: inactive; KCNQ1 inh: inactive

What do the screens show for `COc1ccc(OC)c(NC(=O)CSc2nnc(NC(=O)c3ccco3)s2)c1`?
KCNK3 inh: inactive; GSK3 alpha inh: -3; Dyrk1A ADPGlo: 6; KCNQ1 pot: inactive; RGS4 inh: inactive; GSK3B inh: -2; KCNK9 inh: inactive; hERG rescue: -6; RGS4 act: inactive; KCNQ1 inh: inactive

How did CCOc1ccc(S(=O)(=O)/N=C(\N)c2ccccc2)cc1 do in these assays?
KCNK3 inh: inactive; PolyA inhibitor: inactive; GSK3 alpha inh: 4; Dyrk1A ADPGlo: 2; KCNQ1 pot: inactive; RGS4 inh: inactive; GSK3B inh: 2; KCNK9 inh: inactive; hERG rescue: -5; RGS4 act: inactive; KCNQ1 inh: inactive

How did Cc1nnsc1C(=O)Nc1cc(Cl)ccc1Cl do in these assays?
KCNK3 inh: inactive; PolyA inhibitor: inactive; GSK3 alpha inh: -3; Dyrk1A ADPGlo: 2; KCNQ1 pot: inactive; RGS4 inh: inactive; GSK3B inh: 2; KCNK9 inh: inactive; hERG rescue: -6; RGS4 act: inactive; KCNQ1 inh: inactive

How did CCOC(=O)CN(C(=O)CNC(=O)c1cccs1)C(C(=O)NC1CCCC1)c1ccncc1 (stereo not drawn) do in these assays?
KCNK3 inh: inactive; PolyA inhibitor: inactive; GSK3 alpha inh: -1; Dyrk1A ADPGlo: -2; KCNQ1 pot: inactive; RGS4 inh: inactive; GSK3B inh: 0; KCNK9 inh: inactive; hERG rescue: -3; RGS4 act: inactive; KCNQ1 inh: inactive

Results for Cc1nn(S(=O)(=O)c2cccc([N+](=O)[O-])c2)c(C)c1Br ?
KCNK3 inh: inactive; GSK3 alpha inh: -1; Dyrk1A ADPGlo: 4; KCNQ1 pot: inactive; RGS4 inh: inactive; GSK3B inh: -2; KCNK9 inh: inactive; hERG rescue: -14; RGS4 act: inactive; KCNQ1 inh: inactive

What do the screens show for `O=C(Nc1ccncc1)c1ccc2ccccc2c1`?
KCNK3 inh: inactive; PolyA inhibitor: inactive; GSK3 alpha inh: 0; Dyrk1A ADPGlo: 15; KCNQ1 pot: inactive; RGS4 inh: inactive; GSK3B inh: -8; KCNK9 inh: inactive; hERG rescue: -2; RGS4 act: inactive; KCNQ1 inh: inactive

How did Cc1ccc(-n2ncc3c(=O)n(Cc4ccccn4)cnc32)cc1C do in these assays?
KCNK3 inh: inactive; PolyA inhibitor: inactive; GSK3 alpha inh: -1; Dyrk1A ADPGlo: 4; KCNQ1 pot: inactive; RGS4 inh: inactive; GSK3B inh: 2; KCNK9 inh: inactive; hERG rescue: -12; RGS4 act: inactive; KCNQ1 inh: inactive

What do the screens show for `Cc1nc2ccccn2c1C(=O)C(=O)Nc1cc(F)ccc1F`?
KCNK3 inh: inactive; PolyA inhibitor: inactive; GSK3 alpha inh: -3; Dyrk1A ADPGlo: -10; KCNQ1 pot: inactive; RGS4 inh: inactive; GSK3B inh: 1; KCNK9 inh: inactive; hERG rescue: -16; RGS4 act: inactive; KCNQ1 inh: inactive

What do the screens show for `CCOC(=O)c1c(C)[nH]c(C(=O)COC(=O)/C=C/c2ccc(O)c(OC)c2)c1C`?
KCNK3 inh: inactive; PolyA inhibitor: inactive; GSK3 alpha inh: -1; Dyrk1A ADPGlo: -6; KCNQ1 pot: inactive; RGS4 inh: inactive; GSK3B inh: 3; KCNK9 inh: inactive; hERG rescue: -3; RGS4 act: inactive; KCNQ1 inh: inactive

What do the screens show for `COc1cc(/C=C(\C#N)c2nnc(N3CCOCC3)n2-c2ccccc2)ccc1O`?
KCNK3 inh: inactive; PolyA inhibitor: inactive; GSK3 alpha inh: 0; Dyrk1A ADPGlo: 8; KCNQ1 pot: inactive; RGS4 inh: inactive; GSK3B inh: -5; KCNK9 inh: inactive; hERG rescue: -8; RGS4 act: inactive; KCNQ1 inh: inactive

Results for FC(F)(F)C1CCCN(c2nsc3ccccc23)C1 (stereo not drawn) ?
KCNK3 inh: inactive; PolyA inhibitor: inactive; GSK3 alpha inh: -3; Dyrk1A ADPGlo: 1; KCNQ1 pot: inactive; RGS4 inh: inactive; GSK3B inh: 0; KCNK9 inh: inactive; hERG rescue: -7; RGS4 act: inactive; KCNQ1 inh: inactive

Results for Cc1ccsc1C(=O)OCc1csc(-c2ccccc2)n1 ?
KCNK3 inh: inactive; PolyA inhibitor: inactive; GSK3 alpha inh: 0; Dyrk1A ADPGlo: 1; KCNQ1 pot: inactive; RGS4 inh: inactive; GSK3B inh: -2; KCNK9 inh: -7.8*; hERG rescue: -12; RGS4 act: inactive; KCNQ1 inh: 7*

How did COc1cc(NC(=S)N2CCN(CCO)CC2)c(OC)cc1Cl do in these assays?
KCNK3 inh: inactive; PolyA inhibitor: inactive; GSK3 alpha inh: 1; Dyrk1A ADPGlo: 3; KCNQ1 pot: inactive; RGS4 inh: inactive; GSK3B inh: 0; KCNK9 inh: inactive; hERG rescue: -4; RGS4 act: inactive; KCNQ1 inh: inactive

Results for CS(=O)(=O)N(CC(=O)N1CCCCC1)Cc1ccc(Cl)cc1 ?
KCNK3 inh: inactive; PolyA inhibitor: inactive; GSK3 alpha inh: 0; Dyrk1A ADPGlo: -8; KCNQ1 pot: inactive; RGS4 inh: inactive; GSK3B inh: -5; KCNK9 inh: inactive; hERG rescue: -4; RGS4 act: inactive; KCNQ1 inh: inactive

What do the screens show for `CS(=O)(=O)N(CC(=O)NC1CCCC1)C1CCCCC1`?
KCNK3 inh: inactive; PolyA inhibitor: inactive; GSK3 alpha inh: -3; Dyrk1A ADPGlo: 3; KCNQ1 pot: inactive; RGS4 inh: inactive; GSK3B inh: -1; KCNK9 inh: inactive; hERG rescue: 6.5*; RGS4 act: inactive; KCNQ1 inh: inactive

Results for Cc1ccc(/C=N/NC(=O)c2ccc(C(=O)N/N=C/c3ccc(C)s3)o2)s1 ?
KCNK3 inh: inactive; PolyA inhibitor: inactive; GSK3 alpha inh: -3; KCNQ1 pot: inactive; RGS4 inh: inactive; GSK3B inh: 1; KCNK9 inh: inactive; hERG rescue: -2; RGS4 act: inactive; KCNQ1 inh: inactive

Some of the compounds tested. The share of hits here may be higher or lower than overall.
